Screens (PubChem)
RAD54 inh: blocks human RAD54 Holliday junction branch migration; Q92698; FAM/BHQ fluorescence; inhibition, % at 10.4 µM; 360,000 tested, 0.14% active;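 active = mean normalized replicate activity at least 40 and at least half of replicates scoring 40 or more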;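 also: 0% = median of neutral control wells and 100% = median of positive control wells; inhibitors cause a drop in the FAM fluorescence signal; in these data hits start at about 50%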
E-selectin induc: E-selectin induction on HUVECs; P16581; HUVEC E-selectin immunofluorescence imaging; normalized: neutral wells 0, TNF-alpha wells 100; activation, % at 7.58 µM; 260,000 tested, 0.37% active;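 active = mean E-selectin-positive cell signal at least 10% of the positive control, reached in at least 60% of replicates, without over 20% cell loss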;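 also: in these data hits start at about 27%; measured in HUVEC primary endothelial cells; signal is the percent of cells scored E-selectin positive by PE staining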
Target sequence (P16581 whole entry, looked up): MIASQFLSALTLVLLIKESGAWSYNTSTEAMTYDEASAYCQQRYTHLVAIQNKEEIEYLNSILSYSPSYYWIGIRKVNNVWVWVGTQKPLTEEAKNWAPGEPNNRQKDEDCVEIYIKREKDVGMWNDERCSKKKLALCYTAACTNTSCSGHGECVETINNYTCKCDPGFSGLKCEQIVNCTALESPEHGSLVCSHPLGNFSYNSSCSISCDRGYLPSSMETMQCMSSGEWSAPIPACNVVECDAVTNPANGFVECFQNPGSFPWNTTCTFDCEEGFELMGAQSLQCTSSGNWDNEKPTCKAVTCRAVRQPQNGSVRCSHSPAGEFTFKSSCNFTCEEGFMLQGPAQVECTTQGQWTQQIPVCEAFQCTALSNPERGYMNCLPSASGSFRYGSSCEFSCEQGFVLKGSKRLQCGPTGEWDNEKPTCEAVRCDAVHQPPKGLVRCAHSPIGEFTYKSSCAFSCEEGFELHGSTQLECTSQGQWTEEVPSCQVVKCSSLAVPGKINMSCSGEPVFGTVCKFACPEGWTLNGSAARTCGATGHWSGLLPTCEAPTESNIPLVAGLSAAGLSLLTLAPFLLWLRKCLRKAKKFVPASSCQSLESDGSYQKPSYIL
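assay system = HUVEC, human umbilical vein endothelial cells | input = 3,000 HUVEC seeded per well | medium = EGM-2 growth medium on 0.1% gelatin-coated wells | dosing = one compound dose added by pin transfer | signal = immunofluorescence imaging | read-out basis = % PE-positive cells | control set = TNF-alpha, DMSO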
RAD52 inh: RAD52 (human) annealing inhibition; recombinant RAD52 DNA annealing, FRET fluorescence; inhibition, % at 18.7 µM; 360,000 tested, 0.46% active;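 active = every replicate showing at least 50% inhibition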
Target sequence (P43351 whole entry, looked up): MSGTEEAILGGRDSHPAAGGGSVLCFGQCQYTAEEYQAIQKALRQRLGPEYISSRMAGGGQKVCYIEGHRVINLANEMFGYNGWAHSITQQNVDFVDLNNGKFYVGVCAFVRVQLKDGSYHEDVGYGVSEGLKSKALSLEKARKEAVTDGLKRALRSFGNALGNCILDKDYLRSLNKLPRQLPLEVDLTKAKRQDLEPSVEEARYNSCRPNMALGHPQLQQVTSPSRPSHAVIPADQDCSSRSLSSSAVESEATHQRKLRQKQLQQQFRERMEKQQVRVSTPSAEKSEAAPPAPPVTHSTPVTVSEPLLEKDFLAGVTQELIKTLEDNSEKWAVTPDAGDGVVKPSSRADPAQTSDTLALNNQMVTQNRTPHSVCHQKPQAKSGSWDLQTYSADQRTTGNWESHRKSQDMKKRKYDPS
ERAP1 HTS inh: blocks human ERAP1 aminopeptidase activity; Q9NZ08; recombinant ERAP1, Leu-AMC fluorescence, 60 min; inhibition, % at 10.7 µM; 340,000 tested, 0.15% active; AID 652197;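 active = mean replicate inhibition of at least 30%, or all replicates individually reaching that 30% level; inactive = mean below 30% and not every replicate reaching it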;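 also: 0% = neutral control wells and 100% = L-leucinethiol positive control wells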
PglD inh: blocks C. jejuni PglD acetyltransferase activity. inhibition, % at 12.5 µM. AID 602405. 360,000 tested, 0.098% active. purified PglD enzyme, DTNB colorimetric CoA detection; in the data active = inhibition above about 16%, passing the limit was not always enough; also: strong numbers were not always called active
Cneo AK release: Cryptococcus neoformans lysis via adenylate kinase release; C. neoformans lysis, adenylate kinase release luminescence, 4 h; normalised: neutral wells 0, clomiphene wells 100; 360,000 tested, 0.2% active; lysis activity, % at 15 µM;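 active = mean lysis activity across replicates of at least 80%, whatever share of replicates individually reach that level; inactive = mean lysis activity below 80%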
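Material – log-phase Cryptococcus neoformans yeast cells · Input – 5 × 10^6 yeast cells/mL · Medium – fresh YPD growth medium · Doses – single compound concentration per well · Timing – static 4 h at 37 °C with compound, 1 h detection · Detection – adenylate kinase release luminescence · Read-out – signal increase indicating cell lysis · Control set – Clomiphene as positive lysis control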
miR122 inh: inhibitors of miR-122 in Huh7 cells; Huh7 miR-122 Renilla luciferase sensor, 48 h; neutral wells = 0, positive control = 100; activation (reporter increase), % at 12.5 µM; 340,000 tested, 0.3% active; AID 602342;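 active = mean replicate activation score at least 90 and every replicate individually at or above 90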;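 also: higher luciferase means less miR-122 activity so hits act as miR-122 inhibitors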
PGC1a acetyl inh: modulators of PGC1a acetylation; AID 651687; inhibition, % at 15.6 µM; U2OS PGC1a acetylation, AlphaScreen anti-acetyl-lysine; with virally co-expressed GCN5 acetyltransferase; 350,000 tested, 0.17% active;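 active = every replicate shows inhibition of at least 40%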;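 also: 0% = neutral control wells and 100% = positive control wells; some results beyond the cut were filed as inactive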
Active calls of the source: *; x = no result given; & = joins results of further samples; [ ] = dose if it differs, or a comment.

SMILES	RAD54 inh	E-selectin induc	RAD52 inh	ERAP1 HTS inh	PglD inh	Cneo AK release	miR122 inh	PGC1a acetyl inh
NS(=O)(=O)c1cc(C(=O)OCC(=O)Nc2ccc3[nH]c(=O)[nH]c3c2)ccc1Cl	2	0.1	-13	3	-4	1	-3	-6
CCC(=O)N1C[C@@H](C)[C@@H](OC)CN(C)C(=O)c2cc(NC(=O)Nc3cccc(F)c3)ccc2OC[C@@H]1C	2	0.3	12	1	2	0	19[16.7 µM]	4
CCOc1ccccc1C1C(C(=O)Nc2ccccc2OC)=C(C)Nc2nnnn21 (configuration not stated)	1	x	x	x	-7	5	0	10
C=C(C)Cn1c2ccc(NC(=O)CCOCC)cc2c(=O)n1C	2	-0.1	-12	2	0	7	-4	23
CC(C)(C)c1ccc(-c2noc(CNC(=O)c3ccco3)n2)cc1	2	0.0	-14	3	3	2	2	2
C=CCn1c(COc2ccc(Cl)cc2)nnc1SCC(=O)N/N=C/c1cccc(O)c1	0	x	x	x	2	0	-1	4
Cn1c(N)c(C(=O)COC(=O)Cc2ccsc2)c(=O)n(C)c1=O	1	x	x	x	-2	-1	-3	3
O=C(Cn1c(=O)oc2ccccc21)Nc1ccc(Cl)cc1	-3	x	-3	0	-6	2	6	-8
COCC(=O)N1[C@@H](CO)[C@@H](c2ccccc2)[C@@H]1CNC(=O)c1ccccn1	0	0.0	-13	0	1	3	25[16.7 µM]	10
CCc1ccc(C(=O)CCC2CCCCC2=O)cc1 (configuration not stated)	-11	x	x	x	-2	-1	10	8
O=C(OCc1ccc(F)cc1)c1ccc2ccccc2n1	-3	-1.0	-7	-2	4	-7	-4	-8
CC(=O)Nc1ccc(NC(=O)CCCCCn2nnc3ccccc3c2=O)cc1	-3	x	-8	4	4	-3	-8	-12
C[C@H](CO)N1C[C@H](C)[C@@H](CN(C)Cc2ccc3c(c2)OCO3)Oc2ccc(NC(=O)Nc3cccc4ccccc34)cc2C1=O	-1	x	27	1	-1	0	-3[16.7 µM]	-14
Cn1c(=O)c(=O)n(C)c2cc(N3CCCCC3)c(NS(=O)(=O)c3ccc(Br)cc3)cc21	1	x	-10	2	-2	-2	x	x
CCN(CC)CCn1c(=O)n(-c2ccc(Cl)cc2)c(=O)c2c3c(sc21)CN(C)CC3	x	0.5	7	0	x	x	x	6
CNc1nc(Cl)nc2ncn(C)c12	-1	0.0	-8	-6	-8	1	-7	16
CCc1ccccc1NC(=O)CSc1nc2c(c(-c3ccco3)c1C#N)CCCC2	3	x	x	x	-2	0	20	3
Cc1cccc(NC(=O)CN2CCN(C(=O)c3ccc(-c4nc5ccccc5s4)o3)CC2)c1C	10	x	-8	-1	-3	-1	-1	-1
COc1ccc(-n2sc3ccccc3c2=O)cc1	3	0.0	-11	75*	9	-1	0	x
CC(C)CCN1C(=O)c2ccc(C(=O)OCn3nnc4ccccc4c3=O)cc2C1=O	-2	x	x	x	-5	0	-3	-3
C[C@@H]1CCCCO[C@H](CN(C)S(=O)(=O)c2cn(C)cn2)[C@@H](C)CN([C@H](C)CO)C(=O)c2cc(NC(=O)C3CCCCC3)ccc2O1	-8	-0.1	13	-3	-2	-1	0[16.7 µM]	x
CCn1cc(/C=C(\NC(=O)c2ccccc2OC)C(=O)N2CCOCC2)c2ccccc21	2	0.8	-26	3	-2	1	48	x
Cc1cc(=O)oc2cc(NC(=O)COc3cccc(C(F)(F)F)c3)ccc12	-2	-1.4	-18	-2	6	-2	8	3
CCOC(=O)Cc1csc(NC(=O)COc2cccc(C)c2)n1	x	x	-4	-1	x	x	-4	3

Marked active in ERAP1 HTS inh, of those listed so far:
SMILES	RAD52 inh	ERAP1 HTS inh	PglD inh	miR122 inh	PGC1a acetyl inh
COc1ccc(-n2sc3ccccc3c2=O)cc1	-11	75*	9	0	x

Remaining list, next part:
SMILES	RAD54 inh	E-selectin induc	RAD52 inh	ERAP1 HTS inh	PglD inh	Cneo AK release	miR122 inh	PGC1a acetyl inh
C[C@H](CO)N1C[C@H](C)[C@@H](CN(C)C(=O)c2ccccc2F)Oc2ncc(C#Cc3cccc(F)c3)cc2C1=O	2	-0.5	-1	2	5	-8	-3[16.7 µM]	-17
COc1ccc(NC(=O)CNc2cc(S(=O)(=O)N3CCOCC3)ccc2NCC2CCCO2)cc1 (configuration not stated)	-4	-0.5	-4	-4	11	-2	x	10
CCc1cc(=O)oc2cc(OCC(N)=O)c(Cl)cc12	-5	x	x	x	-3	1	5	-2
Cc1noc(C)c1S(=O)(=O)Nc1ccc2c(c1)C(=O)N([C@H](C)CO)C[C@H](C)[C@@H](CN(C)S(C)(=O)=O)O2	-6	-2.9	-2	-1	8	-1	-3[16.7 µM]	-1
CC12C=CC(=O)C=C1CCC1C2C(O)CC2(C)C1CCC2(O)C(=O)CO (configuration not stated)	6	-2.3	-9	-2	-2	-2	7	6
Cc1ccc(S(=O)(=O)N2CN(CC3CCCO3)c3nc4ccccc4nc32)c(C)c1 (configuration not stated)	0	x	-187	0	3	0	-1	-3
CCS(=O)(=O)NCC[C@H]1CC[C@H](NS(=O)(=O)c2cccc(F)c2)[C@@H](CO)O1	4	0.4	-12	2	2	-4	x	10
C[C@H]1CN([C@@H](C)CO)S(=O)(=O)c2ccc(C#Cc3ccccc3F)cc2O[C@H]1CN(C)C(=O)Cc1ccccc1	-9	-0.2	11	-6	-1	3	4[16.7 µM]	2
C=CCC1c2cccc(C(=O)O)c2C(=O)N1c1cccc(C)c1 (configuration not stated)	-10	x	-4	-5	4	0	-6	13
CNC[C@@H]1Oc2c(NC(=O)C3CC3)cccc2C(=O)N([C@H](C)CO)C[C@@H]1C	-3	0.8	-24	0	-1	1	-5[16.7 µM]	3
COc1ccccc1NC(=O)CN(Cc1ccco1)C(=O)c1cccs1	-10	x	x	x	-4	9	4	-11
Cc1ccnc(NS(=O)(=O)c2ccc(NC(=O)/C=C/c3ccccc3)cc2)n1	-1	x	-24	-3	-1	23	-1	15

Structures from the list above containing a furan ring, fused or not (four):
SMILES	RAD54 inh	E-selectin induc	RAD52 inh	ERAP1 HTS inh	PglD inh	Cneo AK release	miR122 inh	PGC1a acetyl inh
CC(C)(C)c1ccc(-c2noc(CNC(=O)c3ccco3)n2)cc1	2	0.0	-14	3	3	2	2	2
CCc1ccccc1NC(=O)CSc1nc2c(c(-c3ccco3)c1C#N)CCCC2	3	x	x	x	-2	0	20	3
Cc1cccc(NC(=O)CN2CCN(C(=O)c3ccc(-c4nc5ccccc5s4)o3)CC2)c1C	10	x	-8	-1	-3	-1	-1	-1
COc1ccccc1NC(=O)CN(Cc1ccco1)C(=O)c1cccs1	-10	x	x	x	-4	9	4	-11

The listing picks up with the 2 entries that preceded the break.
SMILES	RAD54 inh	E-selectin induc	RAD52 inh	ERAP1 HTS inh	PglD inh	Cneo AK release	miR122 inh	PGC1a acetyl inh
COc1ccccc1NC(=O)CN(Cc1ccco1)C(=O)c1cccs1	-10	x	x	x	-4	9	4	-11
Cc1ccnc(NS(=O)(=O)c2ccc(NC(=O)/C=C/c3ccccc3)cc2)n1	-1	x	-24	-3	-1	23	-1	15
O=C(/C=C/c1ccco1)N1CCN(S(=O)(=O)c2ccc(F)c(F)c2F)CC1	-5	0.1	3	-2	0	2	3	-6
CCCN(C(=O)CSc1nnc2ccccn12)C1CCS(=O)(=O)C1 (configuration not stated)	2	-0.5	-11	-2	7	3	-1	3
C[C@@H]1CCCCO[C@@H](CN(C)C(=O)Nc2ccc(F)cc2)[C@@H](C)CN([C@H](C)CO)C(=O)c2cc(NC(=O)Nc3ccc(F)cc3)ccc2O1	-6	x	-22	3	3	6	4[16.7 µM]	2
CCC/C(=N/NC(=O)c1ccccc1Cl)c1ccccc1	3	3.6	5	0	2	-3	0	3
CO[C@H]1CN(C)C(=O)c2ccc(NC(=O)C3CC3)cc2OC[C@H](C)N(Cc2cc(F)ccc2F)C[C@H]1C	-4	-0.3	-2	0	1	-7	x	3
CCOC(=O)C(NC=O)(NC(C)(C)C)C(=O)OCC	-18	x	x	x	0	-2	-8	-2
C[C@H]1CN([C@@H](C)CO)C(=O)c2ccccc2-c2ccccc2CO[C@H]1CN(C)S(=O)(=O)c1ccccc1F	2	-0.5	12	2	-3	-1	x	-24
Nc1ncnc2sc3c(c12)CCNC3	6	0.2	-8	-1	x	1	3	-4
C[C@H]1CN([C@@H](C)CO)C(=O)CCCn2nncc2CO[C@@H]1CN(C)S(=O)(=O)c1cccs1	-5	-2.1&2.6	-17&4	0	11	4	5[16.7 µM]	12
Cc1cc(C)n(/C(=C/N(C)C)C(=O)c2ccccc2)n1	x	1.6	-1	1	x	x	2	8
Cc1ccccc1NS(=O)(=O)c1cccc2nonc12	-12	1.7	-12	4	-1	3	-2	8
COc1ccc2c(c1)C1=NN(/C(C)=C/C(C)=O)C(c3cccc(F)c3)C1CC2 (configuration not stated)	4	x	-66	0	-1	0	11	3
C[C@@H]1CCCCO[C@H](CN(C)C(=O)NC2CCCCC2)[C@H](C)CN([C@@H](C)CO)C(=O)c2cc(NC(=O)CCC(F)(F)F)ccc2O1	-4	-0.5	-31	1	-1	40	-6[16.7 µM]	x
Cc1nonc1NC(=O)CSc1ccc(-c2ccccc2)nn1	6	x	x	x	4	1	-2	7
CN(C)C(=O)c1cccc(-c2ccc([C@H]3[C@H](C#N)N(C(=O)C4CCC4)[C@H]3CO)cc2)c1	-7	-0.2	-3	-1	21	5	x	12
COc1ccc(CCNC(=O)Cn2c(=O)oc3ccccc32)cc1OC	-5	x	x	x	-3	4	-1	2
C[C@@H]1CN([C@H](C)CO)C(=O)c2cccc(NC(=O)C3CC3)c2O[C@@H]1CN(C)S(=O)(=O)c1ccc(Cl)cc1	-3	-0.1	13	-1	0	10	5[16.7 µM]	4
CCCCSC1=N/C(=C/c2ccsc2)C(=O)N1c1ccccc1	-6	14	-9	1	-3	0	-1	x
Cc1ccc(S(=O)(=O)N(C)C[C@@H]2Oc3ccc(N(C)C)cc3C(=O)N([C@H](C)CO)C[C@H]2C)cc1	-5	36*	6	-1	-4	1	2[16.7 µM]	5
CC=Cc1ccc2n(c1=O)C[C@H]1[C@H](CO)[C@@H](C(=O)NCCN3CCCC3)N(C(=O)NCCC)[C@@H]21 (mixture of isomers)	1	0.1	-6	-1	1	0	-7[16.7 µM]	x
Cc1ccc(C(=O)Nc2cccnc2)cc1S(=O)(=O)N1CCCC1	-12	-0.2	-33	1	0	-1	-2	1
O=C(O)c1ccc(N=C2NC(=O)C(CO)(CO)S2)cc1	-3	-0.1	-4	5	-7	6	1	7
Cc1nc(NS(=O)(=O)c2ccccc2)sc1C(=O)N/N=C/c1ccccc1	0	-0.1	-14	x	0	-2	-4	6
CCn1c(Cn2nnc(-c3ccccc3)n2)nnc1SCC(=O)Nc1cccc(C(C)=O)c1	-3	x	-319	0	1	-1	-2	7
Cn1c(Cn2c(=O)sc3ccccc32)nnc1SCC(=O)Nc1ccc(F)cc1	-9	0.0	-12	1	3	0	3	6
COc1cccc(C2CC(c3c(Cl)cccc3Cl)n3nc(N)nc3N2)c1 (configuration not stated)	-4	-0.1	7	1	4	1	1	-4
Cc1ccc(-c2cn3nc(C)c(C)nc3n2)cc1	0	x	x	x	-6	9	-2	2
O=C(COc1ccc(S(=O)(=O)N2CCCCC2)cc1)N1CCCC1	-4	x	7	0	-1	3	-3	1
CCOC1=C2CN(S(=O)(=O)c3ccc(C)cc3)[C@H](c3cccc(Cl)c3)C[C@H]2[C@H]2C(=O)N(c3ccccc3)C(=O)[C@H]2C1	4	x	-22	x	3	0	-5	-6
Cc1cccc(N2CCN(C(=O)c3ccc(NC(=O)C4CCCO4)cc3)CC2C)c1 (configuration not stated)	-4	x	x	x	-2	0	-1	8
OCCN1CCN(CCCc2c3c(cc4c2CCC4)CCC3)CC1	-7	x	23	-4	-3	7	0	-2
